Pf Dd2 growth: Plasmodium falciparum Dd2 growth inhibition. P. falciparum Dd2 growth, SYBR Green, 72 h. Potency, µM (titrated, usually from 28.9 µM), inactives show at the top dose activity, negative = inhibition, actives largely listed as inhibitors. 4.3% of 120,000 active. AID 1347417; active means well fitted inhibition curve with a large enough effect; inconclusive means small, poorly fitted or top-dose-only effect; inactive means no such curve, though single readings can be large or run the other way;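 further: plate controls were DMSO vehicle for no effect and reference drug for full effect; nearly all actives have a fitted effect of over 65% in size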
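Infected erythrocytes (Dd2, 0.3% parasitemia, 2.5% hematocrit final) are added to compound in RPMI-1640/Albumax II medium, grown 72 h at 37C in low oxygen, then lysed with saponin/Triton-X containing SYBR Green and read by fluorescence.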
* marks the source's active call; other numbers are inactive results; i = inactive; ? = inconclusive; & = joins results of further samples; [ ] = remark or other dose. Potency means the concentration at half of the fitted maximal effect. This is a subset (hit frequency here may not be typical).

SMILES	Pf Dd2 growth
CCC(=O)N1CCC(n2c(C)cnc2C2CC2)CC1	16.8%
Cc1ccc(NC(=O)C2CCC(CNS(=O)(=O)c3ccc4c(c3)CCCC(=O)N4)CC2)cc1F (stereo not drawn)	i
COc1ccc(Cn2c(=O)[nH]c3cccnc32)cc1	?
COc1ccc(-c2cc(N3CCC(NC(=O)c4cccc(C#N)c4)C3)n[nH]2)cc1 (stereo not drawn)	?
CC1CCN(S(=O)(=O)c2cc(C(=O)NCc3ccc(N(C)C)cc3)n(C)c2)CC1	-20.2%
Cc1cc(C)cc(C(=O)Nc2cccc(-c3nc4ncccc4o3)c2C)c1	-16.8%
O=C(O)c1cccc(-c2ccsc2)c1	5.4%[44.1 µM]
COc1ccc(CNC(=O)c2cc3cn(C(C)C)cc3s2)cc1	i
COCC(=O)N1CCCC(c2nn(C)c(=O)n2C(C)C)C1 (stereo not drawn)	-1.6%
Cc1ccc(-n2c(=O)c3c(c4cc(C)ccc4n3C)n(CC(=O)c3ccc(Cl)cc3)c2=O)cc1	-9.4%
CCOC(=O)CC(NC(=O)CCc1c(C)nc2c(c1C)c(=O)n(C)c(=O)n2C)c1ccc(OCC)c(OC)c1 (stereo not drawn)	?
Cc1cccc(NC(=O)N2CCc3c(C(=O)N(C)Cc4ccco4)cccc32)c1	?
Cc1noc(/C=C/c2cccs2)c1S(=O)(=O)N1CCC(C(=O)NCc2ccccc2Cl)CC1	?
Cc1cccc(CC(=O)N2CCCN(c3cc(-c4ccc(Br)cc4)[nH]n3)CC2)c1	i
CN1C[C@@H](NC(=O)CC(C)(C)C)C[C@H]1c1nc(-c2ccc3c(c2)OCO3)no1	?
CN1CCN(C(CNC(=O)c2ccc(F)cc2)c2ccc3c(c2)OCO3)CC1 (stereo not drawn)	-28.6%
C=CCN1CCN(C(=O)C2(CCO)CC23CCOCC3)CC1 (stereo not drawn)	-0.7%
Cc1cc(C)cc(-n2nnc(-c3nsc(NC(=O)c4ccccc4Cl)n3)c2C)c1	17.6%
Cc1c(Cl)cccc1NC(=O)C(=O)NCC(c1cccnc1)N1CCN(c2ccccc2)CC1 (stereo not drawn)	?
COc1ccc(NC(=O)c2cc3c(N4CCSCC4)nc(C)cn3n2)cc1OC	?
CC(=O)Nc1ccc(CN2CC(Oc3ccc(F)c(F)c3)C2)cc1	?
COc1cc(OC)cc(C(=O)N2CCCC(c3noc(COc4ccccc4F)n3)C2)c1 (stereo not drawn)	?
COc1ccc(C(=O)NC2CCN(c3cc(-c4cccs4)[nH]n3)C2)c(OC)c1 (stereo not drawn)	i
CN1CCN([C@H]2CCN(C(=O)NCCc3ccccc3)C[C@H]2CCC(=O)O)CC1	8.9%
CCCN(CCC)C(=O)CSc1nc2sc3c(c2c(=O)n1-c1ccccc1)CCN(C(C)=O)C3	?

(next part)
SMILES	Pf Dd2 growth
CCCN(CC1CCOC1)C(=O)Nc1ccc(CC)cc1 (stereo not drawn)	-4.4%[5.79 µM]
COc1cc(C2C(C(=O)Nc3ccccc3)=C(C)Nc3nc(SCc4ccccc4F)nn32)cc(OC)c1OC (stereo not drawn)	3.2%
Cc1cc(C)cc(-n2c(SCC(=O)NC3CCCCC3)nc3c([nH]c4ccccc43)c2=O)c1	?
CCOc1ccc(C(=O)N2CCC(n3cc(-c4nc(C)no4)nn3)C2)cc1 (stereo not drawn)	i
CC(C)c1ccc(CC(=O)N2CCCc3ncc(C(=O)N4CCCC[C@@H]4Cc4ccccc4)cc32)cc1	?
CCCOc1ccc(C(=O)Nc2ccc(NC(=O)c3ccc(Br)cc3)cc2)cc1	10.2%
COc1ccccc1CNC(=O)CCC[C@@H]1[C@H]2CCCN3CCC[C@@H](CN1C(=O)c1ccccc1)[C@@H]23	?
CC(c1ccccc1-n1cccn1)n1cc(-c2nccn2C)nn1 (stereo not drawn)	-14.7%
CN(C)c1nc2c(c(=O)[nH]1)CCN(Cc1cccc(F)c1F)CC2	i[5.79 µM]
CN(CC[C@H]1CN(C(=O)c2ccnc(Cl)c2)CC[C@H]1CC(=O)O)c1ccccc1	i
COc1ccc(CCC(=O)N2CCN(C(=O)c3nnn4c3COC(c3ccccc3)C4)CC2)cc1 (stereo not drawn)	?
COc1ccc(-c2cc(N3CCCC(NC(=O)c4ccc(F)c(F)c4)C3)n[nH]2)cc1 (stereo not drawn)	?
C=Cc1ccc(CSc2nc(-c3ccc(C)cc3)nc3c2Cc2c(CO)cnc(C)c2O3)cc1	2.82µM*
CCN1C(=O)C2(CCN(S(=O)(=O)c3ccc(Cl)c(C)c3)CC2)c2ccccc21	i
O=C(c1n[nH]c2c1CCCC2)N1CCCC2(C1)Nc1cccnc1NC2=NC1CCCC1 (stereo not drawn)	-12.5%[5.79 µM]
COc1ccc(C(=O)N2CCn3c(nn(-c4ccc(C)cc4)c3=O)C2)cc1	-0.1%
COc1ccc(/C=C\c2onc(C)c2S(=O)(=O)N2CCC(C(=O)Nc3ccccc3OC)CC2)cc1	?
O=C1CCN(S(=O)(=O)c2ccc3c(c2)CCC3)CCCC(CO)CCN1 (stereo not drawn)	-21.3%
CC(C)c1nc2c(NC(=O)COc3ccccc3)cccn2n1	i
COc1cccc(-c2nc3c([nH]2)CN(C(=O)CCn2cnnn2)CC3)c1	-16.5%
COc1ccccc1Cc1nc2ccccc2nc1SCC(=O)Nc1c(C)cccc1C	8.4%
COc1ccccc1N1CCN(C(=O)CN2C(=O)COc3ccc(S(=O)(=O)N4CCCCCC4)cc32)CC1	?
Fc1ccc(CN2CC[C@H](c3nc4cc(Cl)ccc4o3)C2)cc1F	-17.8%[44.1 µM]
COC1CCCN(C(=O)c2cnc(Cc3c(Cl)cccc3Cl)[nH]c2=O)C1 (stereo not drawn)	-5.5%
N#Cc1cccc(-c2n[nH]c3c2CC(=O)N(Cc2ccccc2)C3)c1	?

By substructure, the compounds so far containing two or more sulfur atoms (two)
SMILES	Pf Dd2 growth
Cc1noc(/C=C/c2cccs2)c1S(=O)(=O)N1CCC(C(=O)NCc2ccccc2Cl)CC1	?
CCCN(CCC)C(=O)CSc1nc2sc3c(c2c(=O)n1-c1ccccc1)CCN(C(C)=O)C3	?

Continued:
SMILES	Pf Dd2 growth
CCCc1nn2c(=O)cc(COC(=O)c3ccc(NC(=O)C4CCCCC4)cc3)nc2s1	i
CCc1nn(CC(=O)N2CCN(c3cccc(C)c3C)CC2)c(=O)c2cc3occc3n12	77.3%[activator]
CNC(=O)N1CCC(C2CCN(C(=O)c3ccc(OC)nc3)C2)CC1 (stereo not drawn)	-19.4%
COc1ccc(C2Cn3cnc(C(=O)N4CCC(C(=O)NCc5ccc(C)cc5)CC4)c3CO2)cc1 (stereo not drawn)	-9.6%
CC1(C)CN(C(=O)c2ccccc2N2CCC(=O)NC2=O)CC[C@]1(C)O	-16.7%
COCC(=O)N1CCCC(C(=O)N2CCN(c3ccc(F)cc3)CC2)CCNC(=O)CC1 (stereo not drawn)	5.1%
O=C(Nc1cccc(Cl)c1F)N1CCCC1c1nncn1-c1ccccc1 (stereo not drawn)	-7.6%
COc1ccccc1-c1[nH]nc2ncc(-c3ccccc3O)nc12	?
CC(=O)N1Cc2ccccc2CC2(CCCN(Cc3ccncc3)C2)C1 (stereo not drawn)	-19.2%
Cc1noc([C@H]2CCN(Cc3cc(F)ccc3F)C[C@H]2NC(=O)C2CC2)n1	12.3%[5.79 µM]
CNC(=O)c1c(NC(=O)c2ccc(S(=O)(=O)N3CCCCC3C)cc2)sc2c1CCC2 (stereo not drawn)	i
Cc1ccc(Cl)cc1-n1c(=O)c2sc3ccccc3c2n(CC(=O)NC2CCCCC2)c1=O	-8.5%
COc1ncccc1-c1nccc2c(=O)cc(N(C)c3ccccc3)oc12	i
CCc1ccc(CNC(=O)C2CCCN(c3nn4cc(-c5ccc(F)cc5)nc4s3)C2)cc1 (stereo not drawn)	?
CC(C)(C)c1cc(C[C@@H]2CC[C@H](O)[C@@H](CNC(=O)c3cccc(F)c3)O2)no1	i
CC(C)(C)c1nc(C(=O)NCc2cccnc2)n2ccncc12	?
COCc1nc(CCNC(=O)C2CCC2)no1	83.4%[activator]
Cn1cnc(S(=O)(=O)N2CCCC(C(=O)NCc3ccc(F)cc3)CCNC(=O)CC2)c1 (stereo not drawn)	1.1%
COc1ccc(-c2cn3c(n2)sc2cc(C(=O)Nc4ccc(C)c(C)c4)ccc23)cc1	?
Fc1ccc(N2CCN(c3ncnc4[nH]ncc34)CC2)cc1	?
COc1ccc(C(=O)N2CC(c3nc(CCOc4cccc(C)c4)no3)C2)cc1F	?
COc1ccc2c(c1)CCN=C2C[C@H]1CN(C(=O)Cc2cccs2)CC[C@H]1CC(=O)O	-15.1%[44.1 µM]
CC(C)CS(=O)(=O)N[C@H](C)c1onc(-c2ccc(F)cc2)c1C(=O)O	-11.6%[44.1 µM]
Cc1ncoc1C(=O)N1CCC2(CC1)CC(N(Cc1ccccc1)C1CC1)CCO2 (stereo not drawn)	?
O=C(c1ccccn1)N1CCC2(CC1)NC(=O)N(Cc1cccc(Cl)c1)C2=O	?

The last 2 records of the part before are carried over, then new ones follow.
SMILES	Pf Dd2 growth
Cc1ncoc1C(=O)N1CCC2(CC1)CC(N(Cc1ccccc1)C1CC1)CCO2 (stereo not drawn)	?
O=C(c1ccccn1)N1CCC2(CC1)NC(=O)N(Cc1cccc(Cl)c1)C2=O	?
O=C(Nc1ccc(O)c(-c2nc3ccccc3o2)c1)c1sc2ccccc2c1Cl	0.4%
COc1ccc(OC)c(S(=O)(=O)NCCS(=O)(=O)N2CCN(c3ccccc3)CC2)c1	-17.6%
C[C@]1(CO)[C@H]2Cc3sc(NC(=O)c4ccc(F)cc4)nc3[C@@H](CC(=O)N3CCCCC3)[C@]2(C)CC[C@H]1O	i
CN1C[C@@H]2CCCN3CCC[C@@H]([C@H]23)[C@H]1CCCC(=O)Nc1ccc2c(c1)OCCO2	i
c1cc(CN2CCc3c(sc4ncnc(N5CCOCC5)c34)C2)ccn1	?
Cc1oc2c(c1C(=O)NCc1ccc3c(c1)OCO3)CN(Cc1ccc(F)cc1)CC2	?
O=C(Cc1cccc(F)c1)N1CCC(Cc2nc(C3CCOCC3)no2)CC1	55.1%[activator]
Cc1nn(C)c(C)c1S(=O)(=O)N1CCc2nnc(C3CC3)n2CC1	-0.3%
CN(C)Cc1cc(CC2(NCc3ccccc3O)COC2)no1	-20.2%[44.1 µM]
COc1ccc(-c2[nH]nc3ncc(-c4ccc(F)cc4OC)nc23)c(C)c1	22.2%[44.1 µM]
COc1ccc(C(=O)Nc2ccc(C(=O)OCc3cc(=O)n4nc(C5CC5)sc4n3)cc2)cc1	-11.1%
Nc1nc(CCC(=O)N[C@@H]2COCC[C@H]2Oc2ccc(CO)cc2)cs1	-5.9%
COc1cccc(OCCSc2nc3ccccc3n2CC(=O)N2CCCCC2)c1	19.0%
O=C(Cc1ccccn1)N1CCC(c2nn(-c3ccc(F)cc3)c(=O)[nH]2)CC1	-8.0%
COC(=O)CNC(=O)C1CN(c2cccc(Cl)c2)C(=O)N1 (stereo not drawn)	1.2%&-8.9%[44.1 µM]
CC(C)(C)c1csc(NC(=O)Cn2nc3c(cc2=O)CCCC3)n1	i
O=C(OCc1ccccc1)N1CCOCC12CCN(Cc1ccccc1F)CC2	?
CCNC(=O)[C@@H]1C[C@H](N)CN1C(=O)Cc1ccc(OC)cc1OC	12.7%
CSc1ccc(CCNC(=O)CCc2c(C)nc3c(-c4ccccc4)c(C)nn3c2C)cc1	-21.1%
CCOc1ccc(OCC)c(NC(=O)C2CCCN(S(=O)(=O)c3cc(Br)cc4c3N(C(=O)CC)CC4)C2)c1 (stereo not drawn)	7.94µM*
CC[C@H]1CN(C(=O)N2CCOCC2)CC[C@H]1CC(=O)NCc1ccccc1OC	7.2%[44.1 µM]
O=C(CN1C(=O)COc2ccc(S(=O)(=O)N3CCOCC3)cc21)N1CCN(c2ccccc2)CC1	-18.8%
O=C(CC1N=C2c3ccccc3N=C(SCc3cccc(Cl)c3)N2C1=O)NCc1ccc2c(c1)OCO2 (stereo not drawn)	i
Cc1ccc2[nH]c3c(=O)n(CC(=O)N(C)Cc4ccccc4)ncc3c2c1	6.7%
COc1ccc(-c2noc([C@@H]3CCCN3C(=O)Cc3cccc(C)c3)n2)cc1	?

The listing continues.
SMILES	Pf Dd2 growth
Cc1ccc(NC(=O)Cn2ncn3c(cc4ccccc43)c2=O)cc1C	-2.0%
CN(Cc1noc2c1CCCC2)C(=O)C1CCN(C(=O)C2CC2)CC1	-17.4%
COCC(=O)N1CC[C@]2(O)CCN(C(=O)c3ccccc3N(C)C)C[C@@H]2C1	-2.7%
O=S(=O)(c1ccccc1C(F)(F)F)N1CC(c2nc(-c3ccncc3)no2)C1	i
O=C1COCCN1C1CCN(Cc2cncs2)CC1	23.0%&12.7%[44.1 µM]
N#Cc1ccc(CN2CC(Oc3ccc4c(c3)OCO4)C2)cc1	i
Cc1nn(C)cc1C(=O)N1C[C@H]2CC[C@@H]1CN(C(=O)c1cccnc1)C2	14.9%
COc1ccccc1OCc1cc(C(=O)NCc2ccc3c(c2)OCO3)n[nH]1	-12.7%
Cc1nn2c(c1-c1ccccc1[S+](C)(=O)[O-])N(Cc1ccc3[nH]ccc3c1)CCC2	-48.8%[44.1 µM]
COc1cccc(C(=O)N2c3ncnn3C3(CCCCC3)[C@@H]3CCCC[C@@H]32)c1	?
O=C(NCCCN1CCOCC1)c1c(OCC2CC2)cc(=O)n2c1CCOCC2	11.0%
